From PubChem
TRPC4 PAM – positive allosteric modulators of TRPC4, primary screen, cell-based, mouse TRPC4beta, HEK293 mu-opioid, Fluo-4 calcium; Short transient receptor potential channel 4 (Mus musculus), Q9QUQ5; DAMGO EC20, Fluo-4 Ca2+ flux; active compounds read high; B-score at 10 µM; hit rate 0.42% among 310,000;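 active = B-score of calcium response area above 5 SD of library B-scores, with initial fluorescence ratio within 5 SD of library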;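 note: B-score of integrated fluorescence ratio over time as area under calcium response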
DYRK1A inh – rat Dyrk1A kinase inhibitors, primary screen, biochemical, single point, plate reader | inhibition, % at 12.5 µM | hit rate 0.43% among 310,000 | Dual specificity tyrosine-phosphorylation-regulated kinase 1A (Rattus norvegicus), Q63470 | ADP-Glo luminescence, NFATc1 peptide; in the data active = inhibition above about 50%;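 note: plate controls were vehicle with enzyme for no effect and no enzyme for full effect; many of its hits are not listed in these tables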
hERG protect – hERG rescue from dofetilide block, primary screen, cell-based, CHO-hERG, FluxOR thallium flux, dofetilide IC70; dofetilide IC70 present; hit rate 0.51% among 310,000; activation (rescue from dofetilide block), less the hit threshold, % at 10 µM; Voltage-gated inwardly rectifying potassium channel KCNH2 (Homo sapiens), Q12809; AID 1511, 2009;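 active = activation above the mean of controls blocked by dofetilide plus 5 SD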;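 note: thallium influx through hERG after potassium depolarization seen as dye fluorescence rise; in these data hits start at about 4.7%; inactives centre near -7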
Target sequence (Q12809 whole entry, looked up): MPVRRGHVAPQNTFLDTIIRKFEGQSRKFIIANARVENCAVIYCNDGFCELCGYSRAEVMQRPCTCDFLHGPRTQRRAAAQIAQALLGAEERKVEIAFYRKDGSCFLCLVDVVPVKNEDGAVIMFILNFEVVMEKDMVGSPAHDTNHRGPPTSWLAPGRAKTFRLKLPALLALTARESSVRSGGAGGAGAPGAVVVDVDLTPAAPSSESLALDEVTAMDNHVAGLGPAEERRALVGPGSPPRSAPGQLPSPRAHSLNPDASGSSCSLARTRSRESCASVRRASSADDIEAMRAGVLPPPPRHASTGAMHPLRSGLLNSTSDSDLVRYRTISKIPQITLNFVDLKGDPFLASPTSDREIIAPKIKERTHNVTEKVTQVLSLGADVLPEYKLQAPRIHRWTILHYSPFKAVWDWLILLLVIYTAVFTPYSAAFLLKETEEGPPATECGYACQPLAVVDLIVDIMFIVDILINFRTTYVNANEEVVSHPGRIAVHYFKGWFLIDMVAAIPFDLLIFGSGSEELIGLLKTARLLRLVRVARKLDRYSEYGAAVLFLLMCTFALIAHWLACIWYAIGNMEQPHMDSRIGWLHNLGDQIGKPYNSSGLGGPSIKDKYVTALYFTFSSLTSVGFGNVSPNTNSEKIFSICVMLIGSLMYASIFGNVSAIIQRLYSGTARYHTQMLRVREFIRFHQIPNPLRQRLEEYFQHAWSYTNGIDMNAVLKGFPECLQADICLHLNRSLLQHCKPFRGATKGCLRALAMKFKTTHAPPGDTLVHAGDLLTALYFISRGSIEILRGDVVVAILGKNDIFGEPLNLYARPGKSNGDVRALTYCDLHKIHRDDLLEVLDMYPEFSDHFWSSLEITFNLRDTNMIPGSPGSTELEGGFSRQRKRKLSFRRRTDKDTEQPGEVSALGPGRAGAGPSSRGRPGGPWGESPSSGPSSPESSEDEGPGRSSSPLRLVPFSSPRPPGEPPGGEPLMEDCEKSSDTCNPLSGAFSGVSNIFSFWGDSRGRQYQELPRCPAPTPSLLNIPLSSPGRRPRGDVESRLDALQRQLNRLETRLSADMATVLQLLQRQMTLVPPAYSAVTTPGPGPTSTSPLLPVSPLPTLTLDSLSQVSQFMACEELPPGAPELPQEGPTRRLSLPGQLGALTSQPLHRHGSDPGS
PolyA inhibitor – polyadenylation inhibitors in yeast reporter cells, primary screen, luminescence, S. cerevisiae. S. cerevisiae SKY197-pL101 polyadenylation reporter, beta-gal luminescence; efflux-impaired pdr1/pdr3 knockout yeast; score 100 = 6 SD above DMSO. hit rate 0.02% among 300,000. calls only at 12 µM;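 active = lowest replicate activity score at least 50, where 100 means six control SD above control mean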;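 note: yeast exposed to compound for 9 h at 30 °C; higher score means more reporter readthrough which indicates perturbed polyadenylation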
KCNK9 block – KCNK9 potassium channel inhibitors, primary screen, HEK293 cells, thallium flux; Potassium channel subfamily K member 9 (Homo sapiens), Q9NPC2; FluxOR thallium flux fluorescence; active compounds read low; hit rate 1.2% among 310,000; B-score at 10 µM;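 active = ratio B-score over 3 SD below the library mean, with starting fluorescence within 5 SD of its mean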;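 note: negative B-score means less thallium flux so channel inhibition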
Platelet DG rel – inhibitors of platelet dense granule secretion, primary screen, cell-based, MLPCN, human platelets; hit rate 0.22% among 300,000; AID 1663, 2009; inhibition, %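 (compounds screened at 7.5 µM in platelet-rich plasma)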; human platelet-rich plasma, SFLLRN dense granule ATP release, luminescence;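 active = mean replicate score, as percent of positive control, at or above 50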
KCNK3 block – human KCNK3 channel inhibitors, primary screen, CHO cells, FluxOR thallium flux, B-score | FluxOR fluorescence; active compounds read low | B-score at 10 µM | Potassium channel subfamily K member 3 (Homo sapiens), O14649 | AID 602410, 2012 | hit rate 0.84% among 340,000;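 active = B-score under library mean minus 4 SD, starting fluorescence ratio at most library mean plus 5 SD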;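 note: more negative B-score means stronger inhibition of thallium flux through KCNK3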
KCNQ1 inh – inhibitors of human KCNQ1 channel, primary screen, cell-based, thallium flux, high-throughput. Potassium voltage-gated channel subfamily KQT member 1 (Homo sapiens), P51787. CHO-K1 KCNQ1, FluxOR thallium flux fluorescence; active compounds read high. B-score at 10 µM. hit rate 1.3% among 310,000. AID 2642, 2010;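 active = compounds whose thallium flux B-score, printed positive for inhibition, exceeds three library SD while starting fluorescence stays within three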;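 note: channel opened by potassium depolarization with thallium stimulus after 20 min compound exposure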
KCNQ1 act – potentiators or activators of KCNQ1 channel, primary screen, cell-based, thallium flux, high-throughput. Potassium voltage-gated channel subfamily KQT member 1 (Homo sapiens), P51787. CHO-K1 KCNQ1, thallium flux FluxOR fluorescence; active compounds read high. B-score at 10 µM. hit rate 0.35% among 310,000. AID 2648, 2010;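 active = fluorescence ratio B-score, a plate-corrected score, at least three library SD, with initial intensity B-score within 5 SD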
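Medium – assay buffer, equal DMSO in all wells · Material – CHO-K1 cell line with stable KCNQ1 potassium channel expression · Signal – kinetic FluxOR thallium fluorescence, 10-s 1-Hz baseline, 110-s post-stimulus read · Compound – single concentration per compound, DMSO matched to controls · Schedule – 37 °C overnight plating, 90-min dark dye load, 20-min compound pretreatment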
TRPC4 inh – inhibitors of mouse TRPC4 channel, primary screen, Fluo4 calcium, HEK293 TRPC4beta/mu-opioid cells. B-score at 10 µM. hit rate 0.39% among 300,000. DAMGO-evoked Fluo4 calcium flux; active compounds read low;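 active = B-score over 3 SD under the library average, no early fluorescence shift, positive overall ratio signal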
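Assay system – HEK293 line stably carrying TRPC4beta and mu-opioid receptor · Doses – single dose · Detection – Fluo4 calcium-dye fluorescence, kinetic read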
TRPC4 act – activators of mouse TRPC4 channel, primary screen, Fluo4 calcium, HEK293 TRPC4beta/mu-opioid cells | Short transient receptor potential channel 4 (Mus musculus), Q9QUQ5 | Fluo4 calcium fluorescence; active compounds read high | hit rate 0.49% among 310,000 | AID 2237, 2010 | B-score at 10 µM;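 active = B-score above 5 SD of library B-scores, and initial fluorescence ratio not above library mean plus 5 SD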;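 note: positive B-score marks a calcium rise read as TRPC4 activation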
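Assay system – TRPC4beta and mu-opioid receptor HEK293 stable cells · Measured by – Fluo4 fluorescence, kinetic · Schedule – dye loading 45 min room temperature, 110 s kinetic read · Read-out – B-scored integrated calcium fluorescence ratio · Controls – buffer and maximal DAMGO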
* = called active by the depositor; & = joins results of further samples.

Screening CCOC(=O)/C=C1\SCC(=O)N1CC(=O)NCc1cccc(Cl)c1 returned TRPC4 PAM inactive, DYRK1A inh -6, hERG protect -15, PolyA inhibitor inactive, KCNK9 block inactive, Platelet DG rel -7, KCNK3 block inactive, KCNQ1 inh inactive, KCNQ1 act inactive, TRPC4 inh inactive and TRPC4 act inactive.
O=C(Oc1ccccc1N1CCOCC1)c1ccccc1 was read as TRPC4 PAM inactive, hERG protect -3, PolyA inhibitor inactive, KCNK9 block inactive, Platelet DG rel -18, KCNK3 block inactive, KCNQ1 inh inactive, KCNQ1 act inactive, TRPC4 inh inactive and TRPC4 act inactive.
Screening CC(=O)Nc1ccc(C(=O)NC2CCSc3ccccc32)cc1 (configuration not stated) returned TRPC4 PAM inactive, hERG protect -7, PolyA inhibitor inactive, KCNK9 block inactive, Platelet DG rel -1, KCNK3 block inactive, KCNQ1 inh inactive, KCNQ1 act inactive, TRPC4 inh inactive and TRPC4 act inactive.
`Cc1ccc(NS(=O)(=O)c2cccc(C(=O)N3CCOCC3)c2)cc1` gave TRPC4 PAM inactive, DYRK1A inh 8, hERG protect -4, PolyA inhibitor inactive, KCNK9 block inactive, Platelet DG rel 3, KCNK3 block inactive, KCNQ1 inh inactive, KCNQ1 act inactive, TRPC4 inh inactive and TRPC4 act inactive.
Screening Cc1ccc(NC(=O)CCn2cc(C(F)(F)F)ccc2=O)cc1 returned TRPC4 PAM inactive, hERG protect -7, PolyA inhibitor inactive, KCNK9 block inactive, Platelet DG rel 7, KCNK3 block inactive, KCNQ1 inh inactive, KCNQ1 act inactive, TRPC4 inh inactive and TRPC4 act inactive.
For Cc1ccc(NC(NC(=O)OCCn2c([N+](=O)[O-])cnc2C)C(Cl)(Cl)Cl)cc1 (configuration not stated) the results were TRPC4 PAM inactive, hERG protect -4, PolyA inhibitor inactive, KCNK9 block inactive, Platelet DG rel -10, KCNQ1 inh inactive, KCNQ1 act inactive, TRPC4 inh inactive and TRPC4 act inactive.
Cc1ccccc1Nc1c(-c2ccc(N3CCOCC3)cc2)nc2ncccn12 was read as TRPC4 PAM inactive, DYRK1A inh -3, hERG protect -14, PolyA inhibitor inactive, KCNK9 block inactive, Platelet DG rel 9, KCNK3 block inactive, KCNQ1 inh inactive, KCNQ1 act inactive, TRPC4 inh inactive and TRPC4 act inactive.
c1ccc(Cn2nnc3c(N4CCN(Cc5ccc6c(c5)OCO6)CC4)ncnc32)cc1 was read as TRPC4 PAM inactive, DYRK1A inh 3, hERG protect -10, PolyA inhibitor inactive, KCNK9 block inactive, Platelet DG rel -1, KCNK3 block inactive, KCNQ1 inh inactive, KCNQ1 act inactive, TRPC4 inh inactive and TRPC4 act inactive.
Screening O=C(NC1CCN(Cc2ccccc2)CC1)c1ccccc1Cl returned TRPC4 PAM inactive, DYRK1A inh -2, hERG protect -9, PolyA inhibitor inactive, KCNK9 block inactive, Platelet DG rel -8, KCNK3 block inactive, KCNQ1 inh inactive, KCNQ1 act inactive, TRPC4 inh inactive and TRPC4 act inactive.
`Cc1cc(C)nc(NS(=O)(=O)c2ccc(N=Cc3c(C)[nH]n(-c4ccccc4)c3=O)cc2)n1` gave TRPC4 PAM inactive, DYRK1A inh -2, hERG protect -8, PolyA inhibitor inactive, KCNK9 block inactive, Platelet DG rel 6, KCNK3 block inactive, KCNQ1 inh inactive, KCNQ1 act inactive, TRPC4 inh inactive and TRPC4 act inactive.
`CN(Cc1ccccc1)C(=O)c1cc(-c2ccc(Br)cc2)on1` gave TRPC4 PAM inactive, DYRK1A inh 3, hERG protect -8, PolyA inhibitor inactive, KCNK9 block inactive, Platelet DG rel 10, KCNK3 block inactive, KCNQ1 inh inactive, KCNQ1 act inactive, TRPC4 inh inactive and TRPC4 act inactive.
For CC(=O)Nc1ccc(NC(=O)C(C)OC(=O)c2ccc3[nH]c(C)c(C)c3c2)cc1 (configuration not stated) the results were TRPC4 PAM inactive, DYRK1A inh -6, hERG protect -15, PolyA inhibitor inactive, KCNK9 block inactive, Platelet DG rel 0, KCNK3 block inactive, KCNQ1 inh inactive, KCNQ1 act inactive, TRPC4 inh inactive and TRPC4 act inactive.
`O=C(CCCOc1ccccc1)Nc1nnc(C2CCCO2)s1` (configuration not stated) gave TRPC4 PAM inactive, DYRK1A inh -1, hERG protect -7, PolyA inhibitor inactive, KCNK9 block inactive, Platelet DG rel -4, KCNK3 block inactive, KCNQ1 inh inactive, KCNQ1 act inactive, TRPC4 inh inactive and TRPC4 act inactive.
`COc1ccc(-c2cc(C)no2)cc1S(=O)(=O)NCCCN1CCN(c2ccccc2)CC1` gave TRPC4 PAM inactive, hERG protect -8, PolyA inhibitor inactive, KCNK9 block inactive, Platelet DG rel -5, KCNK3 block inactive, KCNQ1 inh inactive, KCNQ1 act inactive, TRPC4 inh inactive and TRPC4 act inactive.
Screening Cc1ccc(CNC(=O)COC(=O)c2cnc(C)cn2)cc1 returned TRPC4 PAM inactive, DYRK1A inh -4, hERG protect -16, KCNK9 block inactive, Platelet DG rel -3, KCNK3 block inactive, KCNQ1 inh inactive, KCNQ1 act inactive, TRPC4 inh inactive and TRPC4 act inactive.
COC(=O)c1cc(CN2C(=O)c3ccccc3C2=O)c(O)c([N+](=O)[O-])c1 was read as TRPC4 PAM inactive, DYRK1A inh 0, hERG protect -7, PolyA inhibitor inactive, KCNK9 block inactive, Platelet DG rel 0, KCNK3 block inactive, KCNQ1 inh inactive, KCNQ1 act inactive, TRPC4 inh inactive and TRPC4 act inactive.
Screening Cc1cccc(C)c1OCCOCCN1CCN(C)CC1 returned TRPC4 PAM inactive, DYRK1A inh 3&-9, hERG protect -10, PolyA inhibitor inactive, KCNK9 block inactive, Platelet DG rel 4, KCNK3 block inactive, KCNQ1 inh inactive, KCNQ1 act inactive, TRPC4 inh inactive and TRPC4 act inactive.
`CN(C)CCNC(C(=O)Nc1cccc(C(F)(F)F)c1)c1ccccc1` (configuration not stated) gave TRPC4 PAM inactive, DYRK1A inh 0, hERG protect -2, PolyA inhibitor inactive, KCNK9 block inactive, Platelet DG rel 13, KCNK3 block inactive, KCNQ1 inh inactive, KCNQ1 act inactive, TRPC4 inh inactive and TRPC4 act inactive.
COc1c2occc2c(OC)c2c(=O)cc(C)oc12 was read as TRPC4 PAM inactive, DYRK1A inh -3, hERG protect -3, PolyA inhibitor inactive, KCNK9 block inactive, Platelet DG rel -3, KCNK3 block inactive, KCNQ1 inh inactive, KCNQ1 act inactive, TRPC4 inh inactive and TRPC4 act inactive.
For CCOC(=O)c1c(C)[nH]c(C)c1S(=O)(=O)NCCc1ccco1 the results were TRPC4 PAM inactive, DYRK1A inh 0, hERG protect -6, PolyA inhibitor inactive, KCNK9 block inactive, Platelet DG rel -2, KCNK3 block inactive, KCNQ1 inh inactive, KCNQ1 act inactive, TRPC4 inh inactive and TRPC4 act inactive.
`Cc1csc(Sc2ccc(C(=O)OCC(=O)Nc3ccc(F)cc3[N+](=O)[O-])cc2[N+](=O)[O-])n1` gave TRPC4 PAM inactive, DYRK1A inh -5, hERG protect -5, PolyA inhibitor inactive, KCNK9 block inactive, Platelet DG rel -35, KCNK3 block inactive, KCNQ1 inh inactive, KCNQ1 act inactive, TRPC4 inh inactive and TRPC4 act inactive.
CCCN1Cc2cccc(C(=O)NCc3ccccc3)c2C1=O was read as TRPC4 PAM inactive, DYRK1A inh -1, hERG protect -12, PolyA inhibitor inactive, KCNK9 block inactive, Platelet DG rel -1, KCNK3 block inactive, KCNQ1 inh 8*, KCNQ1 act inactive, TRPC4 inh inactive and TRPC4 act inactive.
For CCO/C=C1/C(=O)N(Cc2ccccc2)C(=O)c2ccccc21 the results were TRPC4 PAM inactive, DYRK1A inh 37, hERG protect -7, PolyA inhibitor inactive, KCNK9 block inactive, Platelet DG rel 8, KCNK3 block inactive, KCNQ1 inh inactive, KCNQ1 act inactive, TRPC4 inh inactive and TRPC4 act inactive.
CCCCCc1nnc(NC(=O)Cc2cccs2)s1 was read as TRPC4 PAM inactive, DYRK1A inh -5, hERG protect -3, PolyA inhibitor inactive, KCNK9 block inactive, Platelet DG rel 3, KCNK3 block inactive, KCNQ1 inh inactive, KCNQ1 act inactive, TRPC4 inh inactive and TRPC4 act inactive.
CC(=O)Oc1ccc2nc(CN3C(=O)c4ccc([N+](=O)[O-])cc4C3=O)oc(=O)c2c1 was read as TRPC4 PAM inactive, DYRK1A inh -1, hERG protect -10, PolyA inhibitor inactive, KCNK9 block inactive, Platelet DG rel 1, KCNK3 block inactive, KCNQ1 inh inactive, KCNQ1 act inactive, TRPC4 inh inactive and TRPC4 act inactive.
Screening CCc1noc(C)c1C(=O)N1CCCC1 returned TRPC4 PAM inactive, DYRK1A inh -1, hERG protect -7, PolyA inhibitor inactive, KCNK9 block inactive, Platelet DG rel -12, KCNK3 block inactive, KCNQ1 inh inactive, KCNQ1 act inactive, TRPC4 inh inactive and TRPC4 act inactive.
Screening COc1ccc(-c2ccc(=O)n(Cc3c(F)cccc3Cl)n2)cc1 returned TRPC4 PAM inactive, DYRK1A inh 5, hERG protect -9, PolyA inhibitor inactive, KCNK9 block inactive, Platelet DG rel 19, KCNK3 block inactive, KCNQ1 inh inactive, KCNQ1 act inactive, TRPC4 inh inactive and TRPC4 act inactive.

The list is partial. The share of hits here may be higher or lower than overall.
